Source: PubChem
POLB inh = qHTS Assay for Inhibitors of DNA Polymerase Beta; P06746; Pol beta primer extension/strand displacement, fluorescence kinetic; Potency, µM (doses to about 114 µM), inactives show at the highest dose activity change, negative = inhibition, actives largely listed as inhibitors; 340,000 compounds, 1.3% hits; also: potency is read from the fitted curve at half-maximal effect; % is scaled to controls: 0 for no effect and ±100 for the full control effect
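Kinetic readout of DNA synthesis with strand displacement by Pol beta. Compound and 10 nM enzyme sit 15 min at room temperature; 50 nM substrate starts the reaction, read immediately and at 10 min.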
BLM inh = qHTS Assay for Inhibitors of Bloom's syndrome helicase (BLM); Potency, µM (doses to about 56.1 µM), inactives show at the highest dose activity change, negative = inhibition, hits mostly inhibitors; recombinant BLM DNA unwinding, fluorescence dequenching; 350,000 compounds, 0.2% hits; RecQ-like DNA helicase BLM (Homo sapiens), P54132;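 also: potency is read from the fitted curve at half-maximal effect; plate controls were vehicle for no effect and no enzyme for full effect; nearly all actives have a fitted effect of over 35% in size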
Tb PGK inh = qHTS Assay to Find Inhibitors of Phosphoglycerate Kinase; PGK/GAPDH coupled, Kinase-Glo luminescence, 60 min; Potency, µM (top dose mostly 57.5 µM), without a hit: at the highest dose activity change, negative = inhibition, usual class: inhibitors; 380,000 compounds, 0.043% hits; AID 602233, 2012; also: potency is read from the fitted curve at half-maximal effect; % is scaled to controls: 0 for no effect and ±100 for the full control effect; nearly all actives have a fitted effect of over 60% in size
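Recombinant glycosomal PGK reaction used 1,3-bisphosphoglycerate generated in-well by GAPDH (100nM final) in 100mM TEA pH 7.6, 5mM MgCl2, 0.01% Tween-20. After 60 minutes at room temperature, ATP was read by Kinase-Glo Plus luminescence end-point.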
RXFP1 antagonist = qHTS Assay for Antagonists of the Relaxin Receptor RXFP1; Relaxin receptor 1 (Homo sapiens), Q9HBX9; activity change, negative = inhibition, % at 57.5 µM; AID 1259400, 2018; HEK293-RXFP1, relaxin-stimulated cAMP HTRF, 30 min; stronger effect = lower value; 350,000 compounds, 0.59% hits;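 active = activity change of -60% or lower, but not beyond a set lower limit; inconclusive = change between -60% and -40%, or beyond the set limit; inactive = change above -40%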; also: % is scaled to controls: 0 for no effect and ±100 for the full control effect
POLH inh = qHTS for Inhibitors of Polymerase Eta; DNA polymerase eta (Homo sapiens), Q9Y253; 390,000 compounds, 1.2% hits; Potency, µM (top dose mostly 114 µM), inactives show at the top dose activity change, negative = inhibition, actives largely listed as inhibitors; recombinant Pol eta, fluorescent DNA replication assay; also: potency is read from the fitted curve at half-maximal effect; % is scaled to controls: 0 for no effect and ±100 for the full control effect
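Pol eta (10 nM) was preincubated with compounds for 15 min at room temperature, after which fluorescent replication substrate (50 nM final) was added to start the reaction. Fluorescence was read kinetically at 0 and 10 min.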
POLK inh = qHTS for Inhibitors of Polymerase Kappa. DNA polymerase kappa (Homo sapiens), Q9UBT6. 400,000 compounds, 0.53% hits. AID 588579, 2011. Potency, µM (titrated, usually from 107 µM), without a hit: at the top dose activity, negative = inhibition, hits mostly inhibitors. purified Pol kappa, fluorescent DNA synthesis assay, 10 min; also: potency is read from the fitted curve at half-maximal effect; % is scaled to controls: 0 for no effect and ±100 for the full control effect
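50 nM final substrate added after 15 min RT preincubation of 10 nM Pol kappa with compound; fluorescence read at 0 and 10 min.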
Apoferritin bind = qHTS Assay for Identification of Novel General Anesthetics; Ferritin light chain (Equus caballus), P02791; apoferritin/1-aminoanthracene competitive binding, fluorescence; Potency, µM (titrated, usually from 77.5 µM), inactives show at the highest dose activity change, negative = displacement, most hits filed as inhibitors; 350,000 compounds, 0.074% hits; AID 485281, 2010; also: potency is read from the fitted curve at half-maximal effect; % is scaled to controls: 0 for no effect and ±100 for the full control effect; nearly all actives have a fitted effect of over 20% in size
Target sequence (P02791 2-175 limits assumed): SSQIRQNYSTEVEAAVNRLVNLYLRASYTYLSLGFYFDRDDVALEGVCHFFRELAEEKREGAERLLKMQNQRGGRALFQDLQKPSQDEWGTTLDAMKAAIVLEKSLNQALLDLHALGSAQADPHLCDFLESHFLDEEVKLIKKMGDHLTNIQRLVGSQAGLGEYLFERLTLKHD
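Horse-spleen apoferritin (10 uM) was mixed with 50% saturated 1-aminoanthracene in PBS, exposed to compounds for 10 min at room temperature, and read for fluorescence (ex 380 nm, em 535 nm). Competitive displacement was fitted with a four-parameter Hill equation.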
APEX1 inh = qHTS Assay for Inhibitors of the Human Apurinic/apyrimidinic Endonuclease 1 (APE1); DNA repair nuclease/redox regulator APEX1 (Homo sapiens), P27695; recombinant APE1, TAMRA/BHQ-2 abasic DNA cleavage fluorescence; Potency, µM (top dose mostly 65.8 µM), inactives show at the highest dose activity change, negative = inhibition, most hits filed as inhibitors; AID 2517, 2012; 350,000 compounds, 0.35% hits;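 also: potency is read from the fitted curve at half-maximal effect; plate controls were vehicle for no effect and reference inhibitor for full effect; nearly all actives have a fitted effect of over 55% in size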
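APE1 at 0.75 nM final was preincubated with compound 15 min at room temperature, then 50 nM double-stranded THF abasic-site substrate (5'-TAMRA/3'-BHQ-2) was added. Fluorescence (ex 525/em 598 nm) was read kinetically; third-minus-first read gave activity.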
Pol iota inh = qHTS for Inhibitors of Polymerase Iota; DNA polymerase iota (Homo sapiens), Q9UNA4; Pol iota fluorescent replication assay, 10 min; Potency, µM (series often up to 115 µM), without a hit: at the top dose activity, negative = inhibition, hits mostly inhibitors; 390,000 compounds, 1% hits; AID 588590, 2011; also: potency is read from the fitted curve at half-maximal effect
Target sequence (Q9UNA4 whole entry, looked up): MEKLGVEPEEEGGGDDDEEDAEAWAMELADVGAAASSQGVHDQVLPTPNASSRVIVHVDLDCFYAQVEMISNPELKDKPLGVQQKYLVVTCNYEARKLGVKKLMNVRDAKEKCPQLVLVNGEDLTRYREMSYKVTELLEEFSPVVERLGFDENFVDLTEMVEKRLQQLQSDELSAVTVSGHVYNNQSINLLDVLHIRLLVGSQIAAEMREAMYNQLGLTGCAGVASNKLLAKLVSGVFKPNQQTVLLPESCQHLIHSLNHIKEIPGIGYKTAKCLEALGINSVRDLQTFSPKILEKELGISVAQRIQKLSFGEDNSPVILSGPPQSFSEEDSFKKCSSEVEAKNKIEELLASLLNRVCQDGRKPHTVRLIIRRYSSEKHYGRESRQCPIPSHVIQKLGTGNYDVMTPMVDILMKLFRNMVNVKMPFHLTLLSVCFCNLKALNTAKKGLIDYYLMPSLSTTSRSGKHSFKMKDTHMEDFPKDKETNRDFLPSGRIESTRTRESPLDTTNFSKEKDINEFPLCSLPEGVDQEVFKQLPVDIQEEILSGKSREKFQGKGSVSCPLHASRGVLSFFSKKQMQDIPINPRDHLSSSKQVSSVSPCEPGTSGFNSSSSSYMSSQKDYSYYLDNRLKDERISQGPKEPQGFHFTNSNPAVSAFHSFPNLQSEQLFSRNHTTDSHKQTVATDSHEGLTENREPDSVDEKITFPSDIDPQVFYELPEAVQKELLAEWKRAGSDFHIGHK
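Fluorescent replication assay read twice, at 0 min and 10 min after adding 50 nM (final) substrate. Enzyme (10 nM) and compounds were first incubated 15 min at room temperature; enzyme-free buffer wells were negative controls.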
The depositor's hits bear a star; i = inactive; u = inconclusive; x = not tested or not shown; [ ] = another dose, or the depositor's remark. Unless noted, calls follow the shape of the dose curve; as a rule, active = well fitted curve in the direction sought with a large enough effect; inconclusive = small, poorly fitted or top-dose-only effect, or another doubt; inactive = no such curve, though single readings can be large; an effect the other way counts as inactive or inconclusive.

SMILES	POLB inh	BLM inh	Tb PGK inh	RXFP1 antagonist	POLH inh	POLK inh	Apoferritin bind	APEX1 inh	Pol iota inh
COc1ccc(CNS(=O)(=O)c2c(C(=O)N3CCCCCC3)c(C)n(C)c2C)cc1	11.0%	2.6%	-8.0%	41.7	-18.9%	-8.5%	1.9%	-2.4%	30.6%
CCOC(=O)c1cccc(NC(=O)c2cc(CN3CCCC3)on2)c1	u	2.3%	i	-7.5	-19.8%	-23.5%	0.4%	x	6.8%
Nc1cc(=O)[nH]c(SCC(=O)Nc2ccccc2Sc2ccccc2)n1	1.1%	-0.8%	-8.9%	-17.2	-6.3%	5.2%	-4.2%	-3.4%	-7.3%
O/N=C/c1cc(Cl)ccc1OCc1ccccc1Cl	-3.4%	-11.2%	-12.5%	-0.9	-18.4%	-10.3%	u	-2.6%	-5.5%
O=C(Cn1cc(C(=O)C2CC2)c2ccccc21)Nc1ccc(F)cc1	-2.5%	0.0%	-7.5%	1.0	-15.2%	2.1%	-1.9%	48.3%[activator][12.4 µM]	40.9%[activator]
CCc1cccc(NC(=O)C2CCCN(S(=O)(=O)c3c(C)[nH]c(=O)[nH]c3=O)C2)c1 (stereo not given)	11.0%	-5.0%	i	5.6	3.0%	-9.3%	-6.0%	3.8%	8.9%
CC(NC(=O)C(C)N1C(=O)c2ccccc2C1=O)c1ccccc1 (stereo not given)	65.2%	-1.6%	4.1%	4.0	9.0%	-5.6%	10.7%	27.0%	123.9%[activator]
CC(C)c1csc(CN2CCC(n3nccc3NC(=O)Cc3ccccc3)CC2)n1	30.5%	-1.9%	-3.4%	-6.7	-17.4%	-12.4%	-10.2%	14.6%	35.5%[activator]
CC1C(=O)N2CCCc3cc(NC(=O)COc4ccccc4)cc1c32 (stereo not given)	x	x	i	-5.5	-15.2%	-17.8%	x	13.8%	18.5%
C/C(=N/NC(=O)CCC(=O)Nc1ccc(Br)cc1)c1ccc(Br)cc1	1.2%	-2.3%	-4.1%	-2.0	-16.1%	-3.4%	-17.8%	9.5%	115.2%[activator]
O=C1N=c2ccccc2=C1c1sc(NS(=O)(=O)Cc2ccccc2)nc1O	-3.8%	-1.0%	-10.5%	-1.9	-16.6%	-32.6%	-2.1%	-8.1%	u
Cc1ccccc1NC(=S)NCc1cccn1C	16.8%	3.5%	-1.5%	4.9	-14.3%	-7.6%	-12.7%	11.3%	-6.9%
COCc1ccc(C(=O)N2CCCC(N(C)Cc3ccccc3)C2)s1 (stereo not given)	5.3%	-3.1%	-0.6%	8.2	-3.1%	-14.5%	-6.9%	-2.3%	3.8%
c1cnc2ccc(C(c3nnnn3C3CCCC3)N3CCN(c4nc5ccccc5s4)CC3)cc2c1 (stereo not given)	-19.0%	-7.1%	-2.3%	0.4	-15.3%	-11.0%	-2.4%	-4.8%	-5.9%
CNc1nccc(-c2ccc(F)cc2)c1C#N	1.4%	-2.6%	8.9%	2.9	-1.0%	-6.2%	-5.1%	-5.4%	5.8%
CC(=O)Nc1ccc(S(=O)(=O)N(Cc2ccccc2)Cc2ccccc2)cc1	-5.7%	-10.1%	-0.7%	-8.8	-15.9%	-7.2%	1.5%	x	10.6%
CC1(C)Cc2cccc(OCC(=O)Nc3cc(C(F)(F)F)ccc3N3CCOCC3)c2O1	9.5%	-16.4%	2.4%	-5.8	-16.8%	-26.2%	-22.2%	6.6%	14.0%
NS(=O)(=O)c1ccc(CCNC(=O)CSc2nc3ccsc3c(=O)n2CC2CCC(C(=O)O)CC2)cc1 (stereo not given)	1.5%	1.2%	-7.7%	-1.8	2.0%	9.3%	-4.6%	17.2%	-11.5%
CCNC(=O)Nc1ccc(S(=O)(=O)Nc2cnc(C)nc2C)cc1	51.8%	-0.6%	i	-1.5	-1.8%	-2.8%	10.8%	-10.3%	5.5%
CC(C)Oc1ccc(CNC(=O)c2cc3ccccn3n2)cc1	-20.1%	-2.2%	-8.5%	-14.7	-10.8%	-12.2%	-5.6%	x	-2.9%
NC(=O)c1c(C(F)(F)F)cc(-c2ccccc2)nc1NCCO	0.2%	-11.3%	-9.9%	12.3	-15.7%	-5.5%	40.0%[activator]	-9.3%	21.9%
O=C(Nc1cccc(Cl)c1)c1ccc2c(=O)n3c(nc2c1)CCCCC3	27.9%	-9.0%	4.1%	-13.3	4.2%	-0.6%	u	-7.4%	53.4%[activator]
N#C/C(C(=O)NCc1ccccc1)=C1/N=C(NC(=O)c2ccco2)c2ccccc21	4.0%	0.1%	-10.3%	-10.2	-9.7%	-5.3%	-12.4%	2.3%	49.8%[activator]
NC(=O)c1nnn(-c2nonc2N)c1-c1ccc([N+](=O)[O-])cc1	1.0%	0.2%	7.0%	12.3	-3.2%	-17.6%	-6.7%	2.9%	-9.4%
O=[N+]([O-])c1ccccc1CSc1nnc2ccccn12	-15.6%	-5.3%	11.5%	-8.0	3.8%	-4.1%	-0.9%	-4.4%	52.9%[activator]

Other records follow.
SMILES	POLB inh	BLM inh	Tb PGK inh	RXFP1 antagonist	POLH inh	POLK inh	Apoferritin bind	APEX1 inh	Pol iota inh
CC(Nc1ccc2c(c1)OCCO2)C(=O)N1CCc2ccccc21 (stereo not given)	4.1%	-0.9%	-7.4%	8.6	-26.2%	2.5%	-10.5%	-0.8%	7.6%
COc1ccc(NC(=O)c2oc3ccc(S(=O)(=O)N(C)C4CCCCC4)cc3c2C)cc1Cl	32.1%	-6.7%	i	-4.1	-22.6%	-11.5%[60.1 µM]	-11.9%	x	8.0%
CCc1ccc(NC(=O)c2sc3nc4n(c(=O)c3c2C)CCC4)cc1	2.6%	0.2%	-4.6%	0.4	-13.3%	7.4%	-8.3%	39.3%	24.8%
CCCCNC(=O)COC(=O)c1ccc(C)c(NC(=O)c2ccco2)c1	5.0%	-1.4%	-0.2%	-5.5	4.2%	-8.8%	-10.6%	1.7%	29.7%
O=C(c1cccs1)N1N=C(c2ccccc2)CC1c1ccccc1O (stereo not given)	3.8%	-3.6%	2.3%	-14.3	-5.3%	-9.2%	-16.6%	-7.5%	27.1%
CN(C)c1ccc(C#Cc2ccc3cc(CCO)oc(=O)c3c2)cc1	x	x	-7.2%	x	-17.9%	-1.3%	x	-12.6%	u
CN1CCN(C(=S)Nc2ccc(Cl)c(Cl)c2)CC1	-1.3%	5.6%	-5.1%	x	-9.9%	-11.0%	0.0%	-2.8%	19.7%
CC1CCN(C(=O)COC(=O)c2cc(S(=O)(=O)N3CCOCC3)ccc2Cl)CC1	x	x	-4.9%	u	-17.0%	-9.6%	x	-3.6%	20.9%
COCCN1Cc2cccc(C(=O)NCc3cccnc3)c2C1=O	25.9%	2.5%	-5.8%	-7.3	-2.9%	-3.9%	0.0%	1.6%	9.2%
COc1cccc(OCCNS(=O)(=O)c2cccc([N+](=O)[O-])c2)c1	28.6%	-3.2%	i	-2.3	-6.4%	6.3%	-15.8%	0.2%	15.1%
CCOC(=O)N1CCN(C(=O)CN(c2cccc(Cl)c2)S(=O)(=O)c2ccccc2)CC1	55.9%	-7.1%	2.4%	x	-5.7%	-20.3%	-3.3%	x	u
CCN(C(=O)CN1C(=S)NC(C)(C)CC1C)c1ccc(C)c(C)c1 (stereo not given)	13.1%	-7.2%	0.5%	1.1	-6.4%	-7.2%	-6.6%	-2.5%	91.9%[activator]
O=c1[nH]c(COc2ccccc2)nc2ccccc12	13.7%	-2.0%	5.1%	4.7	-2.7%	-6.1%	-7.8%	1.5%	-10.5%
OC12CCCCC1C(c1ccc3c(c1)OCO3)N(Cc1cccc(F)c1)CC2 (stereo not given)	10.4%	-11.8%	-0.4%	-31.3	-16.3%	-22.3%	-16.4%	-5.2%	-8.6%
CC1CC1C(=O)OCC(=O)NCc1ccccc1 (stereo not given)	x	x	3.1%	-10.1	-11.1%	-7.5%	x	-11.0%	60.9%[activator]
CCc1ccc(OCCOCCN2CCN(C)CC2)cc1	-11.8%	2.9%	-0.9%	-4.0	-16.9%	3.8%	1.2%	31.5%	29.1%
Cc1ccc(S(=O)(=O)CCSc2nc(C)cc(C(F)(F)F)c2C#N)cc1	30.4%	-9.7%	3.7%	-1.3	-15.1%	-6.4%	-10.5%	12.9%	-8.9%
Cc1ccc(C)c(S(=O)(=O)Nc2ccc(O)c(C(=O)O)c2)c1	30.6%	1.6%	i	11.5	-4.2%	-6.4%	-10.0%	-6.4%	72.3%[activator]
COc1ccc(OC)c(NC(=O)COC(=O)Cc2ccc(-c3ccccc3)cc2)c1	16.1%	-11.4%	-1.2%	-2.8	-8.3%	-21.5%	4.2%	-1.7%	6.3%
Cc1ccc(-n2cnnn2)cc1Cl	32.9%	1.3%	-8.1%	-4.4	-18.9%	2.7%	-6.7%	3.7%	108.6%[activator]
COc1cccc(-c2noc(CCCC(=O)N3CCOCC3)n2)c1	17.4%	-0.2%	-7.5%	-1.5	-12.0%	4.7%	-5.3%	1.1%	8.6%

Three structures already listed, sorted by formula weight, lowest first.
SMILES	POLB inh	BLM inh	Tb PGK inh	RXFP1 antagonist	POLH inh	POLK inh	Apoferritin bind	APEX1 inh	Pol iota inh
CCc1ccc(OCCOCCN2CCN(C)CC2)cc1	-11.8%	2.9%	-0.9%	-4.0	-16.9%	3.8%	1.2%	31.5%	29.1%
Cc1ccc(C)c(S(=O)(=O)Nc2ccc(O)c(C(=O)O)c2)c1	30.6%	1.6%	i	11.5	-4.2%	-6.4%	-10.0%	-6.4%	72.3%[activator]
COc1cccc(-c2noc(CCCC(=O)N3CCOCC3)n2)c1	17.4%	-0.2%	-7.5%	-1.5	-12.0%	4.7%	-5.3%	1.1%	8.6%

Some of the compounds tested, so the mix of outcomes need not match the whole.
